Source: PubChem (Sanford-Burnham Center for Chemical Genomics)
XBP1 UPR activ: activators of adaptive XBP1 UPR arm, primary screen, cell-based, CHO-XBP1 luciferase reporter, luminescence, uHTS; IRE1-XBP1 UPR activation; percent of tunicamycin response, DMSO as zero; activation, % at 20 µM; 0.33% of 330,000 active;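 active = versus positive control, 20 µM dose yields 30% or more activation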;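 also: 100% = tunicamycin at 10 µg/mL and 0% = DMSO only wells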
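Material: CHO cell line with stable XBP1 luciferase reporter; buffer or medium: F12 medium containing 10% fetal bovine serum; compound: single point, 20 µM final compound, 1% DMSO; incubation: 6 h treatment, 37 °C; measured by: glow luminescence from Steady-Glo reagent; evaluation: activation, % of tunicamycin; control set: tunicamycin high, DMSO low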
UPR CHOP act: activators of apoptotic CHOP UPR arm, primary screen, cell-based, CHO-CHOP luciferase reporter, luminescence, uHTS | UPR activation; percent of tunicamycin response over DMSO baseline | activation, % at 10 µM | 0.34% of 330,000 active | AID 449763, 2010;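 active = at 10 µM dose, activation of 40% or more, normalized to positive control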;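 also: 100% = tunicamycin at 10 µg/mL and 0% = DMSO alone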
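System: CHO-CHOP luciferase reporter cell line | Buffer or medium: F12 medium containing 10% fetal bovine serum | Doses: One dose, 10 µM in 0.5% DMSO | Times: 6 h compound exposure at 37 °C after overnight seeding | Signal: Luciferase luminescence | Read-out: % activation vs tunicamycin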
Mdm2-MdmX inh: inhibitors of human Mdm2-MdmX association, primary screen, cell-based, luminescence, split luciferase, SaOS-2, uHTS; SaOS-2 split-luciferase Mdm2/MdmX complementation; 3% of 330,000 active; inhibition, % at 8 µM; AID 485346, 2010;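 active = inhibition of at least 50% at 8 µM in the primary screen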
Target sequence (O15151 whole entry, looked up): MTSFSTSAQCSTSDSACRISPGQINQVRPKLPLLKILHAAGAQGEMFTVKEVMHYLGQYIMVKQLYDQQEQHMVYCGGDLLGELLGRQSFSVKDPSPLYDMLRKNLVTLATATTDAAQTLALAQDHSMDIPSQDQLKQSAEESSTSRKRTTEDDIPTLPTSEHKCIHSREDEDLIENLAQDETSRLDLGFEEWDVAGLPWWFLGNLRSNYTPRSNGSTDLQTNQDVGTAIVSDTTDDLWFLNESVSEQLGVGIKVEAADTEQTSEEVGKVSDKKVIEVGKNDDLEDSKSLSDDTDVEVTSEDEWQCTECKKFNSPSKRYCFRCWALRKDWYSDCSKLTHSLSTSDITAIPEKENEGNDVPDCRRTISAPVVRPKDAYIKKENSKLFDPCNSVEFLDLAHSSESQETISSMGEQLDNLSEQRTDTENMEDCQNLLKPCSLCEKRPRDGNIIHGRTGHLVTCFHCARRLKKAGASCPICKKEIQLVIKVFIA
Target sequence (Q00987 whole entry, looked up): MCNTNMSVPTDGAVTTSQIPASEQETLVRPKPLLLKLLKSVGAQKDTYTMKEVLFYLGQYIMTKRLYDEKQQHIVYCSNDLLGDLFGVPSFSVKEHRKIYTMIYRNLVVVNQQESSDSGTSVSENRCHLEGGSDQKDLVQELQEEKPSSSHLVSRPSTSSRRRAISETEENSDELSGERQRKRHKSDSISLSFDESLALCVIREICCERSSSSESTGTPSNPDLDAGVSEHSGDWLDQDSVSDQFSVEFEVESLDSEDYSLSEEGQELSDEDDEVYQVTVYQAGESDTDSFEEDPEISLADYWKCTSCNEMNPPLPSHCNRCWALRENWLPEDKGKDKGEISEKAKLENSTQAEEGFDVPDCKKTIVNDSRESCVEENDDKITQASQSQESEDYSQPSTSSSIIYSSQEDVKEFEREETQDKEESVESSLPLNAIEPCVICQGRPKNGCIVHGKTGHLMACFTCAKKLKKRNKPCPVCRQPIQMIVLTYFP
tim10-1 inh: growth inhibitors of tim10-1 mutant yeast, primary screen, luminescence, uHTS. inhibition, % at 20 µM. 2.2% of 330,000 active. S. cerevisiae tim10-1 ts strain growth, BacTiter-Glo, 24 h;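 active = inhibition of at least 40%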;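 also: mutant grown at 25 °C; 0% = DMSO wells with yeast and 100% = wells holding no yeast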
APJ ag: agonists of human apelin receptor APJ, primary screen, CHO-K1 cells, PathHunter beta-arrestin, luminescence; activation, % at 20 µM; 0% DMSO wells, 100% apelin; 0.11% of 330,000 active; AID 2520, 2010; P35414;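 active = activation more than six SD over the plate average, tested at 20 µM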;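 also: 0% = DMSO alone and 100% = apelin-13 at 10 nM; some results filed as inactive read as strong as hits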
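system = engineered CHO-K1 APJ arrestin reporter cells | input = 1000 cells per well | timing = overnight seeding, 90 min compound at 25 °C, 1 h detection | measured by = enzyme-fragment complementation luminescence | read-out = beta-arrestin recruitment to APJ as agonist activity, luminescent signal | control set = negative DMSO alone, positive Apelin-13 at 10 nM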
NLRP3 yeast inh: NALP3 inflammasome inhibitors in reconstituted yeast, primary screen, luminescence, uHTS; inhibition, % at 10 µM; 0.39% of 330,000 active; Yeast reconstituted NLRP3/ASC/caspase-1, beta-gal luminescence, 24 h;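 active = inhibition of 50% or more; inactive = inhibition below 50%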;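 also: plate controls were induced DMSO wells for no effect and uninduced yeast grown without galactose for full effect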
tim23-1 inh: growth inhibitors of tim23-1 mutant yeast, primary screen, luminescence, uHTS. S. cerevisiae tim23-1 growth, BacTiter-Glo luminescence, 24 h. inhibition, % at 20 µM. 1.3% of 330,000 active. AID 463212, 2010;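 active = growth inhibition of the mutant yeast at or above 50%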;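 also: temperature-sensitive mutant grown at 25 °C; plate controls were DMSO-treated mutant yeast for no effect and medium wells lacking yeast for full effect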
TIM10 inh: growth inhibitors of isogenic TIM10 control yeast, primary screen, counter-screen for tim10-1 yeast inhibitor project, luminescence, uHTS; S. cerevisiae TIM10 strain growth, BacTiter-Glo luminescence, 24 h; inhibition, % at 10 µM; 1.4% of 330,000 active; AID 463195, 2010;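 active = inhibition of 40% or more at the single tested concentration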;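 also: wild-type TIM10 isogenic control strain grown at permissive 25 °C; 0% = DMSO yeast wells and 100% = minimal medium wells without yeast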
NR3A LBD binder: binders of NR3A ligand-binding domain, primary screen, biophysical, differential scanning fluorimetry, uHTS; Tm shift relative to glycine control, % at 25 µM; Glutamate receptor ionotropic, NMDA 3A (GRIN3A) ligand-binding domain; AID 1259313, 2017; NR3A LBD differential scanning fluorimetry, Tm shift; 0% = protein alone, 100% = glycine-bound protein; 2.5% of 340,000 active;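 active = melting temperature shift of at least 10% of the positive control shift, at one fixed dose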
Numbers without * were called inactive; · = not tested or not shown.

SMILES	XBP1 UPR activ	UPR CHOP act	Mdm2-MdmX inh	tim10-1 inh	APJ ag	NLRP3 yeast inh	tim23-1 inh	TIM10 inh	NR3A LBD binder
O=C(O)c1cccc2c1C(=O)c1cc(Br)ccc1S2(=O)=O	0.9	-1.1	9.1	-13.7	-5.0	9.3	-1.7	-10.3	-1.1
O=c1c2ccccc2[nH]c(=S)n1CCC1=CCCCC1	5.3	0.2	-25.2	31.1	-2.9	6.4	6.3	-15.4	-25.6
COc1cccc(C2NC(=O)NC(C)=C2C(=O)Nc2cc(OC)ccc2OC)c1 (stereo not given)	-1.5	-2.3	3.7	7.8	-2.4	6.5	16.6	-9.5	-0.8
O=C(NC1CCCC1)C(c1ccco1)N(C(=O)c1ccco1)c1ccccc1 (stereo not given)	-0.2	-0.3	11.2	19.6	-3.6	-0.9	26.1	8.2	1.0
CCOc1cc(/C=N/NC(=O)c2ccc(O)cc2)ccc1Oc1nc(Cl)ncc1F	0.9	-0.5	-9.8	12.9	-2.7	10.1	-0.3	10.3	3.6
CC(Oc1ccc(Cl)cc1)c1ccnc(N)n1 (stereo not given)	1.0	0.3	-2.5	6.7	-2.7	-2.2	2.6	8.8	-3.7
O=C(CN1CCC(NC(=O)c2ccccc2)CC1)NCc1ccccc1F	0.8	-0.2	-24.6	8.7	1.2	5.0	3.9	-2.6	-2.1
COc1ccc(S(=O)(=O)N2CCOCC2)cc1NC(=O)CN1C(=O)NC2(CCCC2)C1=O	-1.7	-1.8	7.6	21.3	-4.3	18.4	-1.2	-2.0	2.4
CCN(CC)CCn1c(-c2ccc(C)cc2)nc(=S)c2c1CC(C)(C)OC2	-1.0	0.0	15.1	-11.0	-1.1	16.1	9.7	7.2	13.9*
NNc1nc2c(Cl)c(Cl)ccc2s1	-1.1	3.7	0.6	22.5	-5.4	8.3	68.2*	41.1*	11.1*
COc1cccc(C(=O)NCC2CCCN2S(=O)(=O)c2ccccc2)c1 (stereo not given)	1.4	2.0	-11.4	23.8	4.1	16.6	19.1	5.1	-0.9
COc1ccc2c(c1)[nH]c1c(=O)n(/N=C/c3ccc(OC)c(COc4ccccn4)c3)cnc12	0.7	1.9	-30.7	-0.6	-0.8	4.4	10.8	-0.5	-2.7
S=C(Nc1ccccc1)Nc1nc2ccccc2n1CCOc1ccc(Br)cc1	-1.7	-0.2	95.3*	23.4	3.1	17.8	18.6	9.1	-7.4
COc1ccc(-c2nc3ncccc3n2O)cc1	-2.3	0.1	-0.8	6.5	-0.6	4.5	13.4	-12.2	-0.7
CCN(CC)c1ccc(CNc2nnnn2C)cc1	-2.3	0.5	17.5	-15.2	-3.6	9.3	8.8	-4.1	-3.0
CN(C)/C=C/C(=O)c1ccc(C(F)(F)F)cc1F	1.1	0.2	15.6	2.6	-1.2	4.3	4.6	-10.0	-1.5
CSC1=N/C(=C\c2ccc(Cl)cc2)C(=O)N1N(C)C	-2.4	1.1	30.8	-16.7	1.0	33.3	23.6	-42.6	-2.1
Cc1nc2ccc(S(=O)(=O)NC(C(=O)Nc3nccs3)C(C)C)cc2s1 (stereo not given)	-0.5	-0.4	23.7	6.1	-1.6	0.4	7.1	10.7	-0.2
C/C(Cc1ccccc1)=N\NC(=O)c1cccnc1	0.7	1.0	-13.7	8.8	2.1	14.0	8.7	11.8	-6.7
O=C(O)c1cc(C(=O)O)cc(N2C(=O)CSC2=S)c1	-3.0	-0.3	17.7	9.5	-2.4	-11.3	1.3	-4.0	-0.1

One compound at a time, from the list above. Screens in order: XBP1 UPR activ, UPR CHOP act, Mdm2-MdmX inh, tim10-1 inh, APJ ag, NLRP3 yeast inh, tim23-1 inh, TIM10 inh, NR3A LBD binder
Results for CCOc1cc(/C=N/NC(=O)c2ccc(O)cc2)ccc1Oc1nc(Cl)ncc1F : 0.9, -0.5, -9.8, 12.9, -2.7, 10.1, -0.3, 10.3, 3.6
Results for CSC1=N/C(=C\c2ccc(Cl)cc2)C(=O)N1N(C)C : -2.4, 1.1, 30.8, -16.7, 1.0, 33.3, 23.6, -42.6, -2.1
Results for CC(Oc1ccc(Cl)cc1)c1ccnc(N)n1 (stereo not given) : 1.0, 0.3, -2.5, 6.7, -2.7, -2.2, 2.6, 8.8, -3.7
Results for COc1cccc(C(=O)NCC2CCCN2S(=O)(=O)c2ccccc2)c1 (stereo not given) : 1.4, 2.0, -11.4, 23.8, 4.1, 16.6, 19.1, 5.1, -0.9
Results for O=C(CN1CCC(NC(=O)c2ccccc2)CC1)NCc1ccccc1F : 0.8, -0.2, -24.6, 8.7, 1.2, 5.0, 3.9, -2.6, -2.1

Later entries:
SMILES	XBP1 UPR activ	UPR CHOP act	Mdm2-MdmX inh	tim10-1 inh	APJ ag	NLRP3 yeast inh	tim23-1 inh	TIM10 inh	NR3A LBD binder
NS(=O)(=O)c1ccc(CCNC(=O)CNC(=O)c2ccccc2Br)cc1	1.9	-0.4	13.2	8.5	-2.2	-9.0	1.3	4.4	0.6
Cc1oc2c(c(C)cc3oc(=O)c(CC(=O)N[C@@H](CC(C)C)C(=O)O)c(C)c32)c1C	-2.2	2.2	6.7	22.2	0.1	3.0	20.1	22.3	-0.1
C#CCOc1ccc2c3c(c(=O)oc2c1)CCCC3	4.4	0.9	17.3	38.7	-0.1	59.0*	57.4*	-0.2	1.4
COc1ccc(-c2ccc(/C=C(\NC(=O)c3ccccc3)C(=O)N3CCOCC3)o2)cc1	1.0	1.8	43.0	19.6	-2.4	11.1	27.6	25.8	-1.5
COc1ccc(NC(=O)C2CC(=O)N/C(=N/N=C/c3ccccc3)S2)cc1 (stereo not given)	0.0	-0.2	79.2*	0.7	0.8	2.1	10.1	10.1	2.7
O=C(c1ccc([N+](=O)[O-])s1)N1CCc2ccccc21	4.1	3.0	10.4	11.9	3.1	13.1	-0.2	18.7	-0.2
Cc1[nH]n(-c2ccccc2)c(=O)c1N=Nc1ccc(C#N)cc1	3.9	-2.6	42.7	-3.4	-4.7	1.1	-5.6	6.6	-1.1
Cc1cc(C(=O)CN2CC(C)OC(C)C2)c(C)n1-c1ccccc1 (stereo not given)	0.0	1.8	-34.0	-11.9	-2.0	15.7	11.5	-0.6	0.3
CCOC(=O)CSC1=C(C#N)C(=O)NC(c2ccc(OC)c(OC)c2)S1 (stereo not given)	-4.6	2.4	18.4	15.4	-4.6	7.0	11.3	-1.1	0.0
CC(=O)Nc1ccc(S(=O)(=O)N2CCN(C(=O)N3CCOCC3)CC2)cc1	-3.4	-2.2	-8.4	-1.6	5.0	-3.2	4.7	7.0	2.8
O=C(CSc1nc(-c2ccccc2)cc(=O)[nH]1)NCc1ccc2c(c1)OCO2	-1.3	1.6	-11.0	11.0	6.8	26.2	3.7	4.1	1.6
COCCN(C(C)=O)c1nnc(-c2cnccn2)s1	1.5	0.0	-0.6	15.9	-2.1	8.3	-5.0	-15.8	-0.1
COc1ccccc1Nc1nc(N)nc(CSc2nncn2C)n1	-2.1	18.0	15.2	16.8	6.6	4.8	16.3	-4.3	1.0
CCCCN1CCNC[C@H]1Cc1ccc(O)cc1	-1.4	-0.3	4.8	-7.9	-4.4	3.6	-2.7	7.0	-0.3
COc1ccc(-n2cnnc2SCC(=O)Nc2ccc(N3CCOCC3)cc2)cc1	0.6	-0.9	4.1	-5.3	-1.3	-1.0	-4.2	-1.5	2.3
Cc1nc2ccccc2c(=O)n1/N=C/c1ccccc1OC(F)F	-1.5	4.9	-5.7	15.2	-5.6	3.6	40.6	21.1	-1.1
COc1cc(NC(=S)NC2CC(C)(C)NC(C)(C)C2)cc(OC)c1	-2.7	1.4	-21.7	-2.7	-3.8	-11.0	1.4	8.6	1.5
COc1ccc(CN(C)C(=O)c2[nH]c(C)c(C(C)=O)c2C)cc1F	-4.6	-0.1	10.7	6.9	-3.6	8.4	-1.8	-18.0	-0.3
CCOC(=O)N1CCC(NC(=O)CC2C(=O)NCCN2Cc2cccc(F)c2F)CC1 (stereo not given)	-3.6	1.9	7.2	7.9	-4.9	6.3	6.1	5.1	-0.3
C(=N\Nc1nc(N2CCOCC2)nc(N2CCOCC2)n1)/c1ccco1	2.2	-1.2	14.1	-7.8	-3.7	13.4	6.2	8.7	·
Cc1sc2nc(CSCC(=O)Nc3c(F)cccc3F)[nH]c(=O)c2c1C	2.3	3.1	-4.5	7.2	2.5	17.9	7.0	5.8	-0.5
COC(=O)C1SCC2C(=O)N(Cc3ccc(Cl)cc3)CC(=O)N21 (stereo not given)	-2.4	-0.1	38.7	-0.7	-1.3	12.4	-14.0	-9.8	-2.0
O=C(N[C@H]1CCCCNC1=O)c1cc(COc2ccc(F)cc2F)on1	-1.7	4.1	-19.3	-1.4	0.6	14.5	2.4	-1.7	4.8
N#Cc1ccc(Oc2ccc(S(=O)(=O)N3CCCCC3)cn2)cc1	-2.4	1.4	-6.0	22.3	0.9	-30.2	8.6	20.9	-1.9
CCOc1ccc(S(=O)(=O)/N=C(/Nc2ccc(OC)cc2)c2ccccc2)cc1	-3.9	0.2	-0.8	26.6	-7.8	12.0	32.1	17.6	1.6
COC(=O)c1cn(C(=O)c2ccccc2Cl)c2ccccc12	6.4	-0.4	19.1	32.3	-4.0	3.5	37.6	26.3	-3.8
CCOc1ccc(C(=O)C(C)OC(=O)c2nc(Cl)ccc2Cl)cc1 (stereo not given)	-3.2	-1.5	16.2	9.8	-2.2	17.1	8.7	-21.9	2.4
COc1ccc(NC(=O)c2cccs2)cn1	-0.1	1.2	17.9	16.3	-1.4	29.5	51.6*	18.6	-3.7
COc1ccc(C)cc1N(C(=O)c1snc(C(N)=O)c1N)C(C(=O)NC1CCCC1)c1ccc(F)cc1 (stereo not given)	-0.5	4.2	-3.5	4.9	-3.3	7.3	24.2	-5.0	2.6
CCCn1cc(SCC(=O)NCc2ccco2)c2ccccc21	-1.1	-1.2	6.9	28.4	-1.6	11.9	26.7	4.0	0.3
CCOc1cccc2sc(N(CCCN(C)C)C(=O)c3ccc(S(=O)(=O)N4CCc5ccccc5C4)cc3)nc12	34.7*	26.8	82.4*	45.1*	8.6	26.2	14.8	41.7*	-16.0
O=C(NC1CCCCC1)C(c1ccccc1)N(C(=O)c1csnn1)C1CCCC1 (stereo not given)	-5.8	0.4	-6.8	21.4	-2.7	15.9	15.3	15.4	-2.1
CCN(CC)c1ccc(/C=N/Nc2nc(C)cc(=O)[nH]2)cc1	0.9	0.2	22.4	15.2	-6.1	6.3	14.7	17.2	0.6
O=C(COc1ccc(-c2ccccc2)cc1)N/N=C/c1ccccc1Br	0.0	-1.8	-4.8	2.1	4.9	13.9	12.1	-6.1	-7.8
C=CCn1c(SCC(=O)NCc2ccco2)nc2sc(C)c(C)c2c1=O	-0.4	-0.5	14.3	-11.5	-3.0	5.5	-3.7	-6.0	-0.3
